# Screens (PubChem)
# hgDAF-12 ag: activates the H. glycines DAF-12 receptor ligand-binding domain | 1.8% of 370,000 active | HEK293 GAL4-hgDAF12 UAS-luciferase reporter, agonist luminescence; normalized to butyrate control | activation, % at 6.8 µM;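 active = activation above a cutoff set at the mean of all screened compounds plus 3 SD, cut at about 10% in these data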;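 also: 0% = DMSO wells and 100% = sodium butyrate wells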
# GAA850 FXN act: increases GAA850 frataxin promoter reporter activity. HEK293 lucGAA850 FXN promoter luciferase reporter, 24 h; percent of 10 µM SAHA response. activation, % at 6 µM. 0.56% of 360,000 active;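 active = activation above the average of all compounds screened plus 3 SD, cutoff fixed separately per campaign, cut at about 7.5% in these data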;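 also: 0% = DMSO wells and 100% = 10 µM SAHA wells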
# DAX1 inh-1: inhibits human nuclear receptor DAX1. P51843. HEK293 Gal4-DAX1 luciferase reporter, luminescence. inhibition, % at 6.75 µM. 0.99% of 340,000 active. AID 504766;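 active = inhibition above the mean over all tested compounds plus 3 SD, cut at about 4.2% in these data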;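 also: 0% = DAX1-transfected cells with DMSO and 100% = empty-vector control cells with DMSO; inhibition shows as a rise in luminescence from relieved DAX1 repression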
# Target sequence (P51843 207-470 limits assumed): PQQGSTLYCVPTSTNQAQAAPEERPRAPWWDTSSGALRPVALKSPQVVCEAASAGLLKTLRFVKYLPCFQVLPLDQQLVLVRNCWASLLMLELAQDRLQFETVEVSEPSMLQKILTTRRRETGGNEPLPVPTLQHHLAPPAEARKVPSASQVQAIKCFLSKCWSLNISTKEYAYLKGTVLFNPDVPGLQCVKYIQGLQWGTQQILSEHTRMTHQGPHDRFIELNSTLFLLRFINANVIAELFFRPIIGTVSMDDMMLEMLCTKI
# ssDAF12 agonist: activators of S. stercoralis DAF-12 nuclear receptor | HEK293 ssDAF-12/GRIP1 lit1-tk-luc reporter, luminescence; % of 3 µM dafachronic acid response | activation, % at 6.8 µM | 1% of 370,000 active | AID 652126;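 active = activation above the mean over all tested compounds plus 3 SD, cut at about 0.9% in these data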;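 also: 0% = DMSO-only wells and 100% = 3 µM delta7-dafachronic acid wells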
# PLC-beta3 inh: blocks human PLC-beta3 enzyme activity; Q01970; Purified PLC-beta3, fluorogenic substrate, fluorescence; inhibition, % at 12.2 µM; 0.18% of 370,000 active; AID 720704; in the data active = inhibition above about 11%;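 also: 0% = median of compound wells on plate and 100% = full blocker control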
# DAX1 inh-2: DAX1 (NR0B1) inhibition, primary screen; AID 652010; 1.1% of 370,000 active; HEK293T StAR-luciferase reporter, SF-1/DAX-1 repression relief; inhibition, % at 6.8 µM;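 active = inhibition above the mean over all tested compounds plus 3 SD, cut at about 3.6% in these data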;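 also: 0% = DAX-1 cells with DMSO and 100% = cells lacking DAX-1 with DMSO; higher inhibition means more luminescence from relief of DAX-1 repression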
# HGIII-sPLA2 inh: Blocks human group III sPLA2 activity; QFRET BODIPY PC-A2 liposome hydrolysis, fluorescence; 0.56% of 370,000 active; Q9NZ20; inhibition, % at 12.2 µM; AID 743126;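 active = inhibition above mean plus 3 SD of compounds lying within the high and low control bounds, cut at about 19% in these data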;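 also: 0% = median of test compound wells and 100% = no enzyme DMSO wells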
# Target sequence (Q9NZ20 whole entry, looked up): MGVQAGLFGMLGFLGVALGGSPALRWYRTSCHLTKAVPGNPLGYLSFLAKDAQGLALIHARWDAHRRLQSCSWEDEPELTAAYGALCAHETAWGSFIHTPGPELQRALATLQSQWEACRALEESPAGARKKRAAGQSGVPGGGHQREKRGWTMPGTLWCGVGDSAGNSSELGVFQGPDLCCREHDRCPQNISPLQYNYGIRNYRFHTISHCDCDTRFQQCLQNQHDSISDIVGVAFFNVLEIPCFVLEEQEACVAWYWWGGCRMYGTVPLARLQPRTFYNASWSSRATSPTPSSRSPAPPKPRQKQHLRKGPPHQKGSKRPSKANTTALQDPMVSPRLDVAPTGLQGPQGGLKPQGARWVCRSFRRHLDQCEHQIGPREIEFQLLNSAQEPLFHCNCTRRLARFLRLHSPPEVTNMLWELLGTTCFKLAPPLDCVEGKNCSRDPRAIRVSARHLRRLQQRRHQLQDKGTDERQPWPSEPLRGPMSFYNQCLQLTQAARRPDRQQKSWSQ
# SMARCA2 act: SMARCA2 function activation, primary screen; MG213 cells, MMTV-luciferase reporter, dexamethasone, overnight; activation, % at 9.1 µM; 1% of 370,000 active; AID 652017; in the data active = activation above about 7.8%;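 also: 0% = vehicle wells and 100% = reference activator wells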
# PG9 Ab binder: PG9 antibody binding by small molecule; TR-FRET gp120-PG9 antibody binding; inhibition, % at 6.7 µM; 0.43% of 360,000 active; in the data active = inhibition above about 8.5%
# Rev-erbA mod: modulators of human Rev-erb alpha DNA binding; 0.79% of 370,000 active; Rev-erbα–FITC-DNA binding, fluorescence polarization, 90 min; P20393; activity, % at 10 µM;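 active = activity above about 14%, limit read from the data; passing the limit was not always enough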;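 also: 0% = DMSO wells with 35 nM protein and 100% = DMSO wells with 750 nM protein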
# hcDAF12 agonist: activates DAF-12 receptor from parasite H. contortus; HEK293 hcDAF-12 lit1-tk-luc reporter, luminescence; 0% DMSO, 100% Δ7-dafachronic acid; activation, % at 6.8 µM; 1.4% of 370,000 active;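 active = activation above the mean of all tested compounds plus 3 SD, cut at about 5.5% in these data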;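 also: 100% = response to 3 µM Δ7-dafachronic acid high control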
# * = called active by the depositor; i = inactive; . = no result given.
SMILES,hgDAF-12 ag,GAA850 FXN act,DAX1 inh-1,ssDAF12 agonist,PLC-beta3 inh,DAX1 inh-2,HGIII-sPLA2 inh,SMARCA2 act,PG9 Ab binder,Rev-erbA mod,hcDAF12 agonist
O=C(Nc1ccc(CN2CCOCC2)cc1)c1ccc(Br)cc1,-1.7,4.0,-1.3,-0.6,-6,-0.3,-2,0,-1.9,-4,-1.6
O=C(NCc1ccco1)c1cc(S(=O)(=O)N2CCCC2)ccc1Cl,-2.2,2.0,0.0,-0.6,-4,0.0,5,-1,-2.0,0,-0.3
CS(=O)(=O)N1CCN(CC2CC3C=CC2C3)CC1 (stereo not given),-1.4,0.9,-0.8,-1.4,-1,0.0,0,0,0.3,1,-1.9
CCOC(=O)c1cc(C(=O)OCC)c(=O)[nH]c1N1CCCCC1,-1.4,-0.5,0.9,-1.7,-1,0.0,4,-1,4.9,4,-1.6
Cc1ccc(NC(=O)Cn2nnc(C(=O)NCCc3ccccc3)c2N)cc1Cl,0.8,1.7,0.0,-0.5,-9,-0.1,-1,-2,-0.4,6,-0.4
Cc1ccc(NC(=O)C2(C)CCN2Cc2csc3ccccc23)cc1 (stereo not given),-0.6,-1.9,.,-0.9,-2,-0.1,-7,-5,-0.3,-4,-2.8
O=C(NCc1ccccc1)C1Nc2ccc(OC(F)(F)F)cc2C2C=CCC12 (stereo not given),1.2,0.1,0.3,-1.1,-28,-0.1,11,1,-1.8,6,-1.6
Cc1cc(C)n2cc(CSC3=NCCS3)nc2n1,-1.3,1.2,1.7,-1.1,-256,0.2,7,0,-0.7,2,-1.7
CCC(=O)N1CCN(C(=O)CC)C1c1ccccc1,-1.9,-2.2,-0.4,-1.6,7,-0.5,2,2,0.7,-2,0.6
Cc1ccc(Nc2nc(N)nc(CN3CCN(c4ccccc4F)CC3)n2)cc1,-1.7,2.4,-1.3,-1.6,2,0.5,-14,-2,-1.0,0,-3.0
O=C(COc1ccccc1)Nc1ccc(S(=O)(=O)NCc2ccco2)cc1,-1.3,1.4,-0.2,-1.3,-3,-0.9,-14,-2,-0.1,-4,-1.5
CCn1c(SCC(=O)Nc2cc(NC(C)=O)ccc2OC)nnc1-c1ccccn1,-1.1,1.3,-1.4,-1.4,4,-0.3,-3,-1,-2.1,-2,-1.5

# Brought forward from above: two compounds, then new ones.
SMILES,hgDAF-12 ag,GAA850 FXN act,DAX1 inh-1,ssDAF12 agonist,PLC-beta3 inh,DAX1 inh-2,HGIII-sPLA2 inh,SMARCA2 act,PG9 Ab binder,Rev-erbA mod,hcDAF12 agonist
O=C(COc1ccccc1)Nc1ccc(S(=O)(=O)NCc2ccco2)cc1,-1.3,1.4,-0.2,-1.3,-3,-0.9,-14,-2,-0.1,-4,-1.5
CCn1c(SCC(=O)Nc2cc(NC(C)=O)ccc2OC)nnc1-c1ccccn1,-1.1,1.3,-1.4,-1.4,4,-0.3,-3,-1,-2.1,-2,-1.5
O=C(CSc1nc2ccccc2n1-c1ccccc1)Nc1ncc(Cl)cc1Cl,-9.8,-7.2,-2.7,-1.4,4,-1.2,-14,2,-0.8,-2,-3.9
C=CCOc1c(CNc2ccc(S(N)(=O)=O)cc2)cccc1OC,0.1,-0.8,1.5,-1.2,0,0.0,-6,-4,-1.2,4,-1.3
COc1ccc(CNC(=O)CN(C(=O)c2csnn2)c2cccc(F)c2)cc1,2.0,-0.5,-0.5,-1.0,-3,0.2,-1,1,-0.8,-6,1.2
O=C(CN1CCOCC1)Nc1c2c(nc3c1CCC3)CCC2,-2.6,0.6,1.1,-1.1,3,-0.9,6,1,-2.9,1,-0.4
O=C(NCc1ccccc1)c1ncn[nH]1,-0.8,0.4,-1.2,-2.0,-8,-0.2,1,0,0.7,-2,-0.9
O=C(NCC(c1cccnc1)N1CCN(c2ccc(F)cc2)CC1)c1ccc(F)cc1 (stereo not given),-1.2,1.7,0.3,-2.0,6,-0.4,2,-1,1.4,-5,-1.2
COC(=O)c1cc(-c2c(C)oc3cc(O)ccc3c2=O)c(C)o1,0.8,-0.2,-0.6,-1.5,i,-0.2,-2,-1,0.6,-3,0.3
O=C(c1ccco1)N1CCN(c2ccc([N+](=O)[O-])cn2)CC1,0.5,-1.1,0.0,-1.0,-1,1.4,8,3,-2.4,2,-0.7
CC1CC(=O)Nc2ccccc2N1S(=O)(=O)c1cccc(F)c1 (stereo not given),1.2,0.0,.,-1.5,4,0.0,-1,-1,-1.9,-3,-1.1
Cc1ccc(C(=O)N/C(=C/c2cccs2)C(=O)N2CCCCCC2)cc1,-2.1,0.0,1.8,-1.2,-6,-0.1,3,-4,0.6,5,-1.6
Cc1ccc(C)c(Cn2c3ccccc3c3cnn(CC(=O)NCCN4CCOCC4)c(=O)c32)c1,-1.7,-2.0,0.0,-1.2,-10,0.0,-9,0,-0.2,-3,-0.7
O=S(=O)(Cc1ccccc1)N1CCCC1,-0.2,-1.5,0.6,-1.3,1,-0.5,1,-3,1.0,0,-2.5
Cc1onc(-c2ccccc2Cl)c1C(=O)N1CCN(S(=O)(=O)c2ccc(F)c(F)c2)CC1,-1.1,-0.3,0.4,-1.1,-5,-1.2,1,-2,1.0,3,-1.7
Cc1cc(C)n(CCNC(=O)CC2C(=O)NCCN2CC2CCCCC2)n1 (stereo not given),1.2,-0.1,0.5,-0.9,-18,-0.7,14,0,-1.7,-3,-2.4
COC1CCCCC1Nc1cc(C)cc(C)c1 (stereo not given),2.1,-1.3,0.1,-1.1,6,-0.2,-1,-1,-1.9,-3,2.1
O=C(CSC1=NS(=O)(=O)c2ccccc2N1)Nc1ccccc1F,0.0,2.0,0.9,-1.1,0,0.6,-15,-1,-2.3,-5,-0.2
Cc1cc(C)c2cc(CN(CCO)C(=O)Nc3ccc(Cl)cc3)c(=O)[nH]c2c1,-0.9,.,.,-1.0,2,-0.5,-3,0,0.5,-7,-1.7
Cc1ccc(Cn2ncc3c(N4CCN(C)CC4)ncnc32)cc1,-3.8,-1.4,-0.5,-1.2,0,-1.2,11,-3,0.6,-1,-1.1
OC(c1ccc(Cl)cc1)c1nccc2ccccc12 (stereo not given),1.6,2.6,-0.6,-1.4,-2,-0.1,-5,-1,-0.8,-5,-2.0
CC(C)c1nnc(NC(=O)CSc2nc3ccccc3[nH]2)s1,5.8,1.1,2.1,-0.5,1,-0.6,-1,4,-3.0,-1,1.1
CCOc1ccc(CCN2C(=S)N([C@@H](Cc3ccc(O)cc3)CN3CCC[C@@H]3CN3C(=S)NC[C@@H]3Cc3ccccc3)C[C@@H]2Cc2ccccc2)cc1,1.1,.,.,-1.5,0,-1.7,11,-3,-1.2,5,-0.6
CC(NS(=O)(=O)c1ccc(Cl)cc1)C(=O)OCC(=O)c1ccc[nH]1 (stereo not given),-0.3,0.6,0.7,-0.9,-6,0.1,-13,1,-2.0,-2,-1.3
CC(OC(=O)c1cc(=O)[nH]c2ccccc12)C(=O)c1ccccc1 (stereo not given),-2.4,-0.9,.,-0.6,-34,-0.3,5,4,-1.6,-7,-1.5
CCOC(=O)C1(Cc2ccc(OC)cc2)CCN(C(=O)c2ccoc2C)CC1,-0.6,-0.5,0.6,-1.0,1,0.9,-5,-1,-0.2,0,-0.2
COc1cc(Cl)c(C)cc1NC(=O)CSC,3.6,-0.3,0.7,-1.2,-4,0.7,6,-3,1.5,-1,-1.2
C#CCOCCOCCOCCNc1nc(N2CCOCC2)nc(N2CCN(C(=O)[C@H](CCC(=O)O)n3cc(C(N)[C@H](C)CC)nn3)CC2)n1 (stereo not given in full),-0.5,1.2,0.8,-1.4,0,0.2,6,1,0.3,-8,-1.1
COc1cc(SC)ccc1C(=O)Nc1ccc(Cl)cn1,12*,-7.6,0.0,0.6,0,5.3*,8,7,0.3,18*,5.4
COC(=O)CCCC1=CC2=C(c3ccccc3)C(=O)C(C)(OC(=O)C3CCCC3)C(=O)C2=CN1CCc1c[nH]c2ccccc12 (stereo not given),-1.1,-1.7,3.1,-0.2,-16,0.0,-14,1,-1.9,-2,1.7
CC(C)CC1NC(=O)c2cc3ccccc3cc2-n2c1nc1ccc(F)cc1c2=O (stereo not given),-3.8,-1.7,-0.7,0.3,0,1.8,0,-2,-1.2,8,2.0
O=C(CC1CCCCC1)NCCS(=O)(=O)N1CCN(c2ccccc2)CC1,-1.0,-1.9,0.3,-1.1,3,-1.6,0,-2,-1.0,2,-1.8
CCOC(=O)N1CCN(CCC(=O)Nc2ccc(F)c(F)c2)CC1,1.3,0.3,0.3,-1.2,-2,0.2,-1,-1,-0.6,-1,-1.9
CC(=O)N1CC(=O)N(CC(=O)Nc2ccc(Br)cc2)C1=S,-1.1,0.9,1.0,-1.4,-5,-0.7,2,-2,-1.0,4,1.8
O=C1COc2ccc(C(=O)/C=C/c3ccccc3)cc2N1,1.2,4.2,-0.8,-1.9,2,-0.4,-1,-2,-2.3,-2,-2.8
CCC(=NCc1ccc(Cl)c(Cl)c1)c1nc(-c2ccco2)oc1O,0.0,1.3,-0.6,-1.4,1,0.2,12,-3,0.3,-1,-2.5
COc1ccccc1OCc1ccc(C(=O)Nc2ccncc2)o1,-5.6,-0.8,-2.1,-2.5,3,-2.1,-5,-4,-0.7,-4,-2.7
COc1ccc(CN(C)C(C)C(=O)NC2CCCc3ccccc32)cc1 (stereo not given),-0.6,3.2,-0.3,-2.0,-5,-0.9,-2,1,-0.9,-4,-2.3
Cc1nc2ccccc2n1CC(=O)OCC(=O)NCc1ccccc1,0.6,-0.8,0.8,-1.4,2,0.7,3,1,0.5,-2,1.3
CCCS(=O)(=O)c1c(S(=O)(=O)CCC)c2c(C)cccn2c1C(=O)OC,-2.3,4.1,-0.8,-1.7,-19,0.0,7,-1,0.6,3,4.9
Cc1c(NC(=O)c2ccc(S(=O)(=O)N3CCOCC3)cc2)cccc1[N+](=O)[O-],-2.5,3.3,1.4,-1.3,-5,0.2,14,-4,-0.1,4,-0.8
N#C/C(=C1/CCCCCN1)c1nnc2n1CCCCC2,-1.0,3.6,0.2,-1.1,4,-0.4,0,-4,-2.5,-2,-0.3
CCOc1ccccc1N1CC(C(=O)NC2CCCCCC2)CC1=O (stereo not given),1.6,1.5,0.6,-1.1,1,1.0,12,-6,0.8,-5,3.0
Cc1ccc(N(CCC(=O)O)S(=O)(=O)c2ccc(C)cc2)cc1,-1.1,1.3,0.0,-1.2,-2,0.0,6,-2,-0.5,-5,-0.6
CC(=O)Oc1ccc(C2(C)CC(C)(C)Oc3cc(OC(C)=O)ccc32)c(OC(C)=O)c1 (stereo not given),-4.0,2.6,0.0,-1.2,-8,-0.1,-8,-2,2.7,0,0.0
COc1ccc(N2C(=O)c3[nH]nc(-c4ccccc4)c3C2c2cccc(C(F)(F)F)c2)cc1 (stereo not given),-3.2,.,.,-1.3,-6,-0.8,-6,-4,0.0,-3,-0.6
Cc1ccc(C)c(S(=O)(=O)N2CCN(C(=O)c3sccc3C)CC2)c1,-1.3,1.1,0.7,-1.4,-5,-1.2,2,-3,-0.4,1,-2.0
O=C(O)c1cccc(C(=O)O)c1S(=O)Cc1ccccc1 (stereo not given),3.8,.,.,-1.4,4,1.3,-2,-2,0.3,-7,0.0
